Screening data deposited in PubChem by Broad Institute.
RAD54 inh = inhibitors of human RAD54 branch migration, primary screen, biochemical, fluorescence, single point; DNA repair and recombination protein RAD54-like (Homo sapiens), Q92698; RAD54 Holliday junction branch migration, FAM/BHQ fluorescence; inhibition, % at 10.4 µM; 360,000 tested, 0.14% active; AID 602329, 2012;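 active = mean normalized replicate activity at least 40 and at least half of replicates scoring 40 or more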;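 note: 0% = median of neutral control wells and 100% = median of positive control wells; inhibitors cause a drop in the FAM fluorescence signal; in these data hits start at about 50%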
Target sequence (Q92698 whole entry, looked up): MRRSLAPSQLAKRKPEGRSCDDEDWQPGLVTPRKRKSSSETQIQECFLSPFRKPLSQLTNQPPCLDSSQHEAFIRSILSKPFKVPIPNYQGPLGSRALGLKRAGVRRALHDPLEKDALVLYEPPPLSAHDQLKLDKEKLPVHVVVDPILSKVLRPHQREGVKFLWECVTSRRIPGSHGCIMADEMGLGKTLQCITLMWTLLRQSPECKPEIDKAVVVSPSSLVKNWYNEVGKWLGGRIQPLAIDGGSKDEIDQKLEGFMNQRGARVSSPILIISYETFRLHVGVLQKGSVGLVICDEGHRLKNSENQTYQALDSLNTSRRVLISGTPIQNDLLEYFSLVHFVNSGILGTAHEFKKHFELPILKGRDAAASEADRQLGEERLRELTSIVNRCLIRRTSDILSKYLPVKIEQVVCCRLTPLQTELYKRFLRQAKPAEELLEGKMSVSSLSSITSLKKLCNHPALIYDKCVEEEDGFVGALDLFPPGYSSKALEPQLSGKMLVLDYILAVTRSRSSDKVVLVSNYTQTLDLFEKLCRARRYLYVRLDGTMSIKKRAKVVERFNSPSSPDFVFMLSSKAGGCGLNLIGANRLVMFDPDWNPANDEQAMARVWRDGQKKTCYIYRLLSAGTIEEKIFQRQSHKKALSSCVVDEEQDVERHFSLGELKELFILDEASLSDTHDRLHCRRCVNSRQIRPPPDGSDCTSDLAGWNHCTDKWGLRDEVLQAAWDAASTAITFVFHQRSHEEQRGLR
esBAF inh = Bmi1 luciferase reporter increase in mESCs, primary screen, esBAF inhibitor project, mouse ES cells, Bmi1 luciferase knock-in, single point; 24 h; 100% = twice the neutral-well signal; reporter increase, % at 12.5 µM; 350,000 tested, 2% active; in the data active = activation above about 40%;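 note: 0% = median of the plate's neutral control wells and 100% = double that signal; a rise in the Bmi1 reporter signal indicates esBAF inhibition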
E-sel inducer = E-selectin induction in HUVECs, primary screen, imaging, HUVEC, immunofluorescence imaging, single point; 260,000 tested, 0.37% active; P16581; normalized: neutral wells 0, TNF-alpha wells 100; activation, % at 7.58 µM; AID 686992, 2013;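 active = mean E-selectin-positive cell signal at least 10% of the positive control, reached in at least 60% of replicates, without over 20% cell loss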;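 note: in these data hits start at about 27%; measured in HUVEC primary endothelial cells; signal is the percent of cells scored E-selectin positive by PE staining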
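material = human umbilical vein endothelial cells (HUVEC), E-selectin induction | quantity = 3,000 cells/well | medium = EGM-2 growth medium on 0.1% gelatin-coated wells | technique = immunofluorescence imaging | read-out basis = % PE-positive cells | control set = TNF-alpha positive control, DMSO neutral control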
RAD52 inh = RAD52 DNA annealing inhibitors, primary screen, biochemical, FRET, single point, set 2; recombinant RAD52 DNA annealing, FRET fluorescence; 360,000 tested, 0.46% active; DNA repair protein RAD52 homolog (Homo sapiens), P43351; inhibition, % at 18.7 µM;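 active = every replicate showing at least 50% inhibition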
ERp5 inh = inhibitors of ERp5-driven insulin aggregation, primary screen, biochemical, turbidity, absorbance 650 nm, single point; 350,000 tested, 0.05% active; 90 min; inhibition, % at 9.99 µM;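 active = mean replicate inhibition above about 25%, with every replicate also reaching it, limit read from the data, passing the limit was not always enough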
S100A4 MyoIIA = inhibitors of S100A4-myosin IIA peptide binding, primary screen, biochemical, fluorescence polarization, TAMRA-MyoIIA peptide; Protein S100-A4 (Homo sapiens), P26447; inhibition, % at 10.7 µM; 360,000 tested, 0.14% active; AID 652163, 2013;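 active = mean inhibition of at least 70% across replicates, with every replicate also reaching that level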
Target sequence (P26447 whole entry, looked up): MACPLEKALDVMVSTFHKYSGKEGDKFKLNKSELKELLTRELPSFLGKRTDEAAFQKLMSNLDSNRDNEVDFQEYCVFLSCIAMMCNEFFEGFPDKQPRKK
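Test system: S100A4 monomer protein. Medium: HEPES buffer with Ca2+, pH 7.2. Reagent: fluorescent myosin IIA peptide, 5 nM. Compound dosing: single-point compound testing. Timing: 5 min between mix addition and reading. Benchmarks: DMSO neutral and TFP positive wells.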
ERAP1 HTS inh = human ERAP1 aminopeptidase inhibitors, primary screen, biochemical, single point, plate reader; inhibition, % at 10.7 µM; AID 652197, 2013; 340,000 tested, 0.15% active; recombinant ERAP1, Leu-AMC fluorescence, 60 min;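 active = mean replicate inhibition of at least 30%, or all replicates individually reaching that 30% level; inactive = mean below 30% and not every replicate reaching it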;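 note: 0% = neutral control wells and 100% = L-leucinethiol positive control wells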
XiGFP reactiv = activators of inactive X chromosome reactivation, primary screen, imaging, XiGFP fibroblasts, GFP high-content imaging, set 2; activation, % at 7.58 µM; AID 743238, 2013; 360,000 tested, 0.055% active; XiGFP mouse fibroblasts, % GFP-positive cells imaging, 3 d; cells co-treated with 5-aza-dC sensitizer; scaled so ellipticine positive control = 100%;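 active = mean normalized replicate activation at least 10% and every replicate at or above 10%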;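 note: 0% = median of on-plate neutral control wells and 100% = ellipticine 6 µM median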
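Material: XiGFP fibroblasts, SV40-immortalized; Buffer or medium: DMEM containing 5-aza-dC; Compound dosing: single point; Times: 3 days compound exposure.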
The depositor's hits bear a star; nt = no result given; & = joins results of further samples.

Start of the listing, in advance, two compounds:
entry	canonical_smiles	RAD54 inh	esBAF inh	E-sel inducer	RAD52 inh	ERp5 inh	S100A4 MyoIIA	ERAP1 HTS inh	XiGFP reactiv
1	CC(C)(C)C(O)CN1CCCC1 (configuration not stated)	-9	-2	nt	-7	1	2	3	0.2
2	CCc1nc2ccc(C(=O)N3CCN(C(=O)c4ccco4)CC3)cn2c1N(C)C(=O)Nc1ccccc1OC	3	2	3.1	-11	5	-8	0	0.4

The listing, previewed entries included:
entry	canonical_smiles	RAD54 inh	esBAF inh	E-sel inducer	RAD52 inh	ERp5 inh	S100A4 MyoIIA	ERAP1 HTS inh	XiGFP reactiv
1	CC(C)(C)C(O)CN1CCCC1 (configuration not stated)	-9	-2	nt	-7	1	2	3	0.2
2	CCc1nc2ccc(C(=O)N3CCN(C(=O)c4ccco4)CC3)cn2c1N(C)C(=O)Nc1ccccc1OC	3	2	3.1	-11	5	-8	0	0.4
3	COc1ccc(CCC(=O)OCC(=O)Nc2ccc(OC)c(OC)c2)cc1OC	-7	-5	0.0	11	-1	-2	1	0.0
4	O=C(c1ccco1)N1CCN(C(=O)c2cc(-c3ccccc3F)no2)CC1	-3	66*	nt	-8	-1	-3	-4	0.0
5	CC(=O)c1ccc(O)c(CSc2nncn2C)c1	nt	3	nt	-13	-3	-2	3	0.3
6	COc1ccc(Cn2c(=S)[nH]c3ccccc3c2=O)cc1	-2	5	-0.1	-2	-1	15	-12	0.0
7	CC(Sc1nnc(C2CC2)n1Cc1ccccc1)C(=O)N1CCNC1=O (configuration not stated)	-5	-7	nt	-12	4	7	1	0.1
8	COC(=O)[C@]12C[C@H](CC(=O)NCC34CC5CC(CC(C5)C3)C4)C(=O)N(CCC3=CCCCC3)C1=C[C@H](C(C)(C)C)O[C@@H]2C	nt	nt	-0.2	-3	5	1	-1	-0.1
9	C[C@@H]1CN([C@@H](C)CO)C(=O)c2cc(NC(=O)Nc3ccc4c(c3)OCO4)ccc2O[C@@H]1CN(C)C(=O)Nc1ccc(F)cc1	-1	-1	-2.6	nt	nt	nt	nt	0.5
10	CC(=O)c1ccc(OCC(=O)N2CCN(S(=O)(=O)c3ccc(Br)s3)CC2)cc1	0	-7	-0.1	-6	2	1	-1	0.2
11	COCc1cn(CC[C@@H]2CC[C@@H](NC(=O)c3ccc(F)cc3)[C@@H](CO)O2)nn1	-11	0	-0.5	-14	-5	60	-1	0.9
12	Cc1noc(C)c1NC(=O)Nc1ccc2c(c1)C(=O)N(C)[C@H]1CC[C@@H](CC(=O)N[C@H]3CCN(Cc4ccccc4)C3)O[C@@H]1CO2	3	-5	1.0	16	4	5	-2	0.2
13	CCN(C[C@H]1[C@@H](c2ccc(-c3ccccc3F)cc2)[C@@H](CO)N1C(C)=O)C(C)=O	nt	nt	0.4	-16	-4	7	-4	0.5
14	Cc1cc(C)cc(C(O)c2ncc(-c3ccc(Cl)cc3)[nH]2)c1 (configuration not stated)	6	-1	0.8	-18	-6	3	0	0.8
15	CN(CC(=O)NC1CCN(Cc2ccccc2)CC1)S(=O)(=O)c1ccc(Cl)s1	-4	-2	1.2	-16	-1	3	-4	0.4
16	O=C1c2ccccc2NC(c2ccccc2Cl)N1N=C1CCCCCC1 (configuration not stated)	nt	nt	nt	-3	-4	-2	-1	-0.1

Copied from above (two entries):
entry	canonical_smiles	RAD54 inh	esBAF inh	E-sel inducer	RAD52 inh	ERp5 inh	S100A4 MyoIIA	ERAP1 HTS inh	XiGFP reactiv
14	Cc1cc(C)cc(C(O)c2ncc(-c3ccc(Cl)cc3)[nH]2)c1 (configuration not stated)	6	-1	0.8	-18	-6	3	0	0.8
15	CN(CC(=O)NC1CCN(Cc2ccccc2)CC1)S(=O)(=O)c1ccc(Cl)s1	-4	-2	1.2	-16	-1	3	-4	0.4

The results go on:
entry	canonical_smiles	RAD54 inh	esBAF inh	E-sel inducer	RAD52 inh	ERp5 inh	S100A4 MyoIIA	ERAP1 HTS inh	XiGFP reactiv
17	COCC(=O)N1C[C@@H](C)[C@H](OC)CN(C)C(=O)c2ccc(NC(=O)c3cc(C)on3)cc2OC[C@H]1C	-1	2	0.2	-11	0	-12	1	-0.2
18	O=C(CC1CC2CCC1C2)N1CCN(S(=O)(=O)c2ccccc2F)CC1 (configuration not stated)	nt	3	4.6	-4	-3	-6	-1	0.1
19	C[C@@H]1CN([C@@H](C)CO)C(=O)Cc2cc(NC(=O)Nc3ccccc3)ccc2O[C@H]1CN(C)C(=O)Nc1ccccc1	-1	-6	0.7	4	-2	-115	-2	1.3
20	C[C@@H]1CN([C@@H](C)CO)C(=O)c2cccc(NS(C)(=O)=O)c2O[C@H]1CN(C)Cc1ccc(C(=O)O)cc1	2&2	-3&-8	0.8	-3&-66	-4&-2	26&4	1	0.2&0.0
21	Cc1ccc(C(=O)NCc2ccccc2CN2CCCC2)cc1S(=O)(=O)N1CCOCC1	-8	9	0.0	-23	3	-2	2	0.0
22	CC(O)CNc1ccc([N+](=O)[O-])cc1S(=O)(=O)N1CCOCC1 (configuration not stated)	-9	-4	1.6	-10	2	-3	-1	0.0
23	CC1=CC(=C(C#N)C#N)C=C(C)N1CCN1CCNCC1	nt	-4	2.2	-16	1	8	3	0.4
24	Clc1cccc(Cl)c1Cn1cnc2c(NCc3ccco3)ncnc21	1	-1	nt	-9	2	2	-1	nt
25	COc1cc(N2C[C@@]3(O)CC[C@@H](O)[C@@H](OC)[C@@H]3[C@@](C)(O)[C@@H]2CC=C(C)C)cc(OC)c1OC	nt	nt	0.0	-4	8	-3	0	0.2
26	CCC(=O)N[C@H]1C=C[C@@H](CC(=O)NCCN2CCCCC2)O[C@H]1CO	4	1	-0.1	3	4	0	2	-0.2
27	CC(C)C#Cc1ccc2c(c1)O[C@H](CN(C)C(=O)c1cnccn1)[C@@H](C)CN([C@H](C)CO)S2(=O)=O	-11	3	2.1	18	0	0	-1	-0.5
28	Cc1ccc(C)c(OCc2cc(C(=O)N3CCNC(=O)C3)no2)c1	-5	3	nt	-6	2	-29	-4	0.1
29	CCCCN(C(C)=O)c1ccc(S(=O)(=O)NC2=NCCCCC2)cc1NC(C)=O	1	0	-0.2	8	10	-11	3	-1.0
30	Cc1ccc(N(CC(=O)Nc2ccc3c(c2)OCCO3)S(C)(=O)=O)cc1	nt	nt	nt	-3	-3	3	0	0.0
31	COc1cccc(OC2(C)CCN(Cc3ccc(-c4ccccn4)cc3)C2)c1 (configuration not stated)	-8	-2	0.0	-17	8	-3	-1	-0.1
32	CC(C)[C@H](NC(=O)c1ccccc1)C(=O)OCC(=O)NCc1ccc2c(c1)OCO2	6	12	-0.3	-6	4	2	1	0.0
33	COc1ccccc1-c1cnc2c(c1)C(=O)N([C@H](C)CO)C[C@@H](C)[C@H](CN(C)CC1CCOCC1)O2	4	-2	-0.2	-3	7	8	0	0.2
34	COC(=O)c1ccc(CN2CCC(CO)(CCOc3ccccc3)CC2)cc1	-1	-6	0.0	-13	2	0	0	0.1
35	O=C(C[C@H]1CC[C@@H]2[C@H](COC[C@@H](O)CN2Cc2cc(F)ccc2F)O1)N1CCc2ccccc2C1	-3	-2	-0.1	-3	-4	-1	2	0.0
36	COc1cccc(/C=C/C(=O)NNC(=O)c2ccncc2)c1OC	-3	4	nt	-6	-4	9	5	0.0
37	CC1Nc2ccccc2C(=O)N1NS(=O)(=O)c1ccccc1 (configuration not stated)	nt	nt	nt	3	-5	-2	3	-0.1
38	COc1ccc(NC(=O)Nc2ccc3c(c2)C(=O)N([C@@H](C)CO)C[C@H](C)[C@H](CN(C)Cc2ccc(C(=O)O)cc2)O3)cc1	-2	-1	-4.7	-1	-5	4	2	0.4
39	COc1ccccc1C(=O)NC(=O)COC(=O)CCS(=O)(=O)c1ccc(C)cc1	2	-4	-0.2	3	-3	-2	1	0.1
40	O=C(CCCCC(=O)Nc1ccc(F)cc1F)Nc1ccc(F)cc1F	-7	nt	nt	-7	5	-2	-1	0.1
41	CC(=O)c1c[nH]c(C(=O)NCc2cccc(C(F)(F)F)c2)c1	-8	-1	nt	-16	-3	-3	-4	0.1
42	CC(C)CC#Cc1ccc([C@H]2[C@H]3CN(S(=O)(=O)c4ccccc4)CC(=O)N3[C@H]2CO)cc1	nt	nt	-0.1	-8	-11	7	2	0.6
43	CCc1nnc(NS(=O)(=O)c2ccc(NC(=O)Nc3ccc(OC)cc3)cc2)s1	-3	-5	-0.1	-11	-7	-5	nt	0.3
44	COc1ccc(NC(=O)Nc2ccc3c(c2)[C@H]2C[C@H](CC(=O)O)O[C@H](CO)[C@H]2O3)cc1	2	0	0.6	-5	2	-13	-2	0.1
45	CC(=O)Nc1cc(Br)ccc1O	1	8	nt	0	5	0	-3	-0.1
46	CC1(C(=O)NS(=O)(=O)c2ccccc2C(F)(F)F)CCN1C(=O)CC1CCCC1 (configuration not stated)	5	-3	-0.1	3	4	-2	-7	0.1
47	Clc1ccc(Cn2cccn2)cn1	nt	nt	nt	-15	3	-3	-2	0.0
48	C[C@@H]1CN([C@H](C)CO)C(=O)c2cccc(NC(=O)c3cnccn3)c2O[C@H]1CN(C)Cc1ccc(Oc2ccccc2)cc1	-4	-2	0.5	-62	3	-3	1	-0.4
49	Fc1ccc(/C=N/NC(=S)Nc2cccnc2)cc1F	nt	nt	0.1	-17	4	18	0	-0.1
50	Cc1ccc2cc(C#N)c(N3CCCN(C(=O)c4cnccn4)CC3)nc2c1	nt	0	nt	-51	-3	0	0	0.0
51	CC(=O)N1CCc2c(sc(NC(=O)c3ccc(S(=O)(=O)N(C)CC4CCCO4)cc3)c2C(N)=O)C1 (configuration not stated)	-8	-4	nt	-492	-5	-5	3	0.2
52	COc1ccccc1-c1cn(CC[C@@H]2CC[C@H](NC(=O)C3CC3)[C@H](CO)O2)nn1	10	-1	-0.2	-10	1	-7	0	-0.3
53	Cc1nc(C(=O)N(C)C)nn1-c1ccc([N+](=O)[O-])cc1	nt	nt	-2.5	5	3	2	-1	0.0
54	N#CCCn1c(O)c(N=NC(=O)CNC(=O)c2cccs2)c2ccccc21	8	-8	-0.1	-8	1	9	1	0.2
55	Cc1ccc(NC(=O)CSc2nnc(C3CC3)n2C)cc1S(=O)(=O)N1CCCCC1	-9	3	-0.4	0	0	1	4	-0.9
56	C[C@@H]1CN([C@H](C)CO)C(=O)Cc2cc(NS(=O)(=O)c3ccccc3)ccc2O[C@H]1CN(C)C(=O)Nc1cccc2ccccc12	-6	1	0.1	-9	-6	-5	-2	-0.2
57	CCn1c(=O)c(=O)[nH]c2c(=O)oc3ccc(S(=O)(=O)Nc4ccc(OC)cc4)cc3c21	-2	-11	nt	-3	1	-3	-1	0.1
58	CCCC(=O)Nc1ccc2c(c1)C(=O)N(C)C[C@@H](OC)[C@@H](C)CN(C(=O)CC1CC1)[C@H](C)CO2	0	-5	0.1	0	6	3	3	-0.4
59	COc1ccc(-c2cc3c(=O)n(CC(=O)NCCN4CCCC4)nc(C)n3n2)cc1	11	1	3.6	-14	1	-2	0	0.0
60	CCOc1cc(/C=C(\C#N)C(=O)NCC2CCCO2)ccc1OCC(N)=O (configuration not stated)	nt	-15	0.0	-17	2	-7	17	0.4
61	CC(=O)c1cccc(NC(=O)CSc2nc(N3CCOCC3)nc(N3CCOCC3)n2)c1	3	nt	-4.2	-14	-17	-8	-5	0.2
